Screening results from PubChem BioAssay.
TbREL1 primary: TbREL1 inhibition, primary screen; P86926; TbREL1 RNA ligation, FRET fluorescence; inhibition, % at 9.66 µM; actives 0.49% (n = 89,000);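 active = inhibition above the mean inhibition across all screened compounds plus 3 SD, cut at about 11% in these data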;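 also: 0% = plate median of test wells and 100% = NSC42067 control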
Target sequence (P86926 whole entry, looked up): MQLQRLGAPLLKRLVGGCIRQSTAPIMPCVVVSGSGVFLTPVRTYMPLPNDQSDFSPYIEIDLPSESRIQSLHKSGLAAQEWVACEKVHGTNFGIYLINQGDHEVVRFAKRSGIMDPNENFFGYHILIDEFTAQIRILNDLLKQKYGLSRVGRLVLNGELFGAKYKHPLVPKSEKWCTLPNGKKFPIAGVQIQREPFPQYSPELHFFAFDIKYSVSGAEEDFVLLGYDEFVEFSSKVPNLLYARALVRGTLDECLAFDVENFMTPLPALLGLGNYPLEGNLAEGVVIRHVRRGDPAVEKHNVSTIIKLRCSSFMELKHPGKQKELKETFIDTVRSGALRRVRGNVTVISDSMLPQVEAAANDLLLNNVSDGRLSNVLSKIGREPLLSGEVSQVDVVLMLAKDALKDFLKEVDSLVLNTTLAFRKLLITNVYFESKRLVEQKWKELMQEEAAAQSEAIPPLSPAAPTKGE
* hit, by the source's call. Not all compounds are listed; count on the stated rates, not on these rows.

Molecule	TbREL1 primary
CS(=O)(=O)N(CC(=O)N1CCN(c2ccccc2)CC1)c1ccccc1Cl	3.0
CCOC(=O)[C@@H]1[C@H]2COc3cc(OC)ccc3[C@H]2N2C(=O)N(c3ccc(C)cc3)C(=O)[C@@]12C	-1.4
COc1ccc(C(=O)/C=C/c2ccccc2F)c(OC(=O)c2ccc([N+](=O)[O-])cc2)c1	0.7
NC(=O)CCN1CCCCC1	0.1
CC1(C(=O)NS(=O)(=O)c2cccc(Cl)c2)CCN1C(=O)CCc1ccccc1 (stereo not drawn)	5.8
N#Cc1c(SCc2c(Cl)cccc2Cl)nc(N)[nH]c1=S	2.5
COc1ccc2[nH]c3c(c2c1)CCNC3=O	1.2
C=CCNC(=O)/C(=C\c1ccc([N+](=O)[O-])cc1)NC(C)=O	0.2
C=CCNC(=O)CSc1nnc(-c2ccc(S(=O)(=O)N3CCCC3)cc2)n1C	-0.4
O=C(COc1ccccc1[N+](=O)[O-])N(C1CCCCC1)C1CCS(=O)(=O)C1 (stereo not drawn)	-2.9
O=C(Nc1nccs1)c1ccc([N+](=O)[O-])cc1	6.0
O=S(=O)(c1ccc(SCCO)nc1)N1CCCC1	3.0
O=S1(=O)CC(N2CCSCC2)CN1Cc1cn(Cc2ccc(F)cc2)nn1 (stereo not drawn)	2.8
CCNC(=O)/C(=C\c1ccc2c(c1)OCO2)NC(=O)c1ccc(Br)cc1	4.5
CCCCNC(=O)O[C@@H]1C[C@H]2CCCC(=O)N3CC[C@@H](C1)[C@@H]23	-1.5
COc1ccc2[nH]c3c(c2c1)CCN1C(=O)C(CC(=O)NC(C)(C)C)C[C@H](C(=O)N2CCOCC2)[C@@]31CCC1CCCC1 (stereo partly drawn)	1.2
O=C(CN1CCN(C(=O)c2ccco2)CC1)Nc1cc(Cl)ccc1Cl	4.8
Cc1cccnc1NC(=O)CCNC(=O)c1ccc(Br)cc1	0.3
Cc1ccc(S(=O)(=O)N(C)Cc2nc(-c3ccc(Br)cc3)no2)cc1	0.1
COC(=O)Nc1ccc(S(=O)(=O)N2CCCC(C(=O)O)C2)cc1 (stereo not drawn)	3.4
Cc1ccc2c(c1)[C@H]1[C@H](CO2)[C@H](c2ccccc2)[C@]2(C)C(=O)N(Cc3ccc(F)cc3)CC(=O)N12	2.7
CC(=O)c1csc(-c2cccc(-c3nc4ccc(Cl)cn4c3NC3CCCCC3)c2)c1	3.1
O=C1c2[nH]nc(-c3ccccc3O)c2C(c2ccccc2F)N1Cc1ccco1 (stereo not drawn)	-4.1
O=[N+]([O-])c1ccc(N2CCCCCC2)c([N+](=O)[O-])c1	5.4
O=c1c2ccccc2ncn1CCOCCOc1ccc([N+](=O)[O-])cc1	-2.7
Cc1onc(-c2c(F)cccc2Cl)c1C(=O)NC(=S)NC1CCS(=O)(=O)C1 (stereo not drawn)	-2.3
O=C1CCN(CCc2ccccc2)CCN1[C@H](CSc1ccc(Br)cc1)Cc1ccccc1	-1.1
Cc1c(NC(=S)NC(=O)CSc2ccc(Cl)cc2)cccc1C(=O)O	-3.9
CN(C)CCOC(=O)CCc1ccccc1	0.5
CCOC(=O)C1(CCOc2ccccc2)CCN(Cc2ccc(C(=O)OC)cc2)CC1	-2.2
CCCC1=C([O-])C2N=CC=CC2=[N+](c2ccccn2)C1=O (stereo not drawn)	-3.7
CCOC(=O)c1c(C)nc(C)c(C(=O)OCC)c1-c1ccc(O)c(OC)c1	4.9
CCC(=O)NC(=S)Nc1ccccc1C(F)(F)F	-4.3
Cc1cc(C)c(S(=O)(=O)c2ccccc2)c(N2CCOCC2)n1	-1.6
COc1ccccc1CNC(=O)C1CSC2(C)CCC(=O)N12 (stereo not drawn)	-0.2
COc1ccc(Sc2ccc(NC(=O)c3cccc(Cl)c3)cc2C#N)cc1	1.3
CCCOc1ccc(/C(O)=C2/C(=O)C(=O)N(CCN(C)C)C2c2ccco2)cc1 (stereo not drawn)	-1.2
Cc1ccc2nsnc2c1S(=O)(=O)N1CCOCC1	-1.8
COc1ccc(/C=C/C(=O)NCCN=C2NS(=O)(=O)c3ccccc32)cc1	0.9
CCc1nc(C)cn1S(=O)(=O)c1ccc2c(c1)OCCO2	7.4
Cn1c(=O)n(C)c2cc(NS(=O)(=O)c3ccccc3[N+](=O)[O-])ccc21	-5.6
Cc1cccc(-c2nnc(SCC(=O)Nc3nc4c(s3)CCCC4)n2C)c1	-1.9
COC(=O)C1=C(C)N(c2ccc(OC)cc2)C(C)=C(C(=O)OC)C1c1ccccc1	-3.0
COc1ccc(/C=N/N=C2\CC3CCC2(C)C3(C)C)cc1O (stereo not drawn)	-3.6
Cc1ccc(C(=O)CSc2nnc(-c3ccccc3N)n2C)cc1	-1.2
O=C(CN(C(=O)CCC(=O)Nc1nccs1)c1cccc(F)c1)NCc1ccc2c(c1)OCO2	-0.4
CCSC1=N/C(=C\c2cccnc2)C(=O)N1c1ccccc1	3.4
Cc1ccc(NC(=O)NNS(=O)(=O)c2ccc(Br)cc2)cc1	-2.8
O=C(CSc1nccc(=O)[nH]1)NC1CCCc2ccccc21 (stereo not drawn)	-1.1
COc1cc(NC(=O)c2nccn2C)cc(C(=O)Nc2cccc(C(F)(F)F)c2)c1	0.9
O=S(=O)(c1ccc2c(c1)OCCO2)N1CCN(S(=O)(=O)c2c(F)cc(F)cc2F)CC1	-1.0
O=C(CCc1nc(-c2ccccc2F)no1)NCCc1cccc(F)c1	-0.2
COc1ccc(OC(=O)N(C)C[C@@H]2OCc3cn(nn3)CCCC(=O)N([C@H](C)CO)C[C@H]2C)cc1	-0.9
O=S1(=O)c2c(cccc2N2CC[C@@H](O)C2)O[C@@H]2CCN1C2	3.9
COc1ccc(CNC(=O)CN(C(=O)c2snc(C(N)=O)c2N)c2cccc(F)c2)cc1	-0.7
COc1cc(C(=O)OCC(=O)Nc2cc(S(=O)(=O)N3CCOCC3)ccc2C)ccc1OCC(C)C	-2.9
O=C(CC1C[C@H](C(=O)N2CCOCC2)[C@@]2(CCC3CCCC3)c3[nH]c4ccccc4c3CCN2C1=O)NCC12CC3CC(CC(C3)C1)C2 (stereo partly drawn)	6.7
O=c1[nH]c(C2CCN(S(=O)(=O)c3ccccc3C(F)(F)F)CC2)nc2c1nnn2Cc1ccccc1	1.6
O=C1CCc2cc(Br)ccc2O1	0.5
O=C(C[n+]1ccc(Cc2ccccc2)cc1)Nc1ccccc1	1.4

Going on with the list.
Molecule	TbREL1 primary
COc1ccccc1CNS(=O)(=O)N(C)C	-0.9
Cc1cc(C)n(CC(=O)NC2C(=O)N3C(C(=O)O)=C(CSc4nnc(C)s4)CSC23)n1 (stereo not drawn)	3.1
CCOC(=O)/C(C(N)=NC)=C(\O)c1ccccc1	-0.9
O=C(CSc1nnc2c(n1)[nH]c1ccccc12)Nc1ccc(S(=O)(=O)Nc2ncccn2)cc1	3.4
O=C1Nc2ccccc2N=C(c2ccccc2)C1N1CCOCC1 (stereo not drawn)	-1.0
Cc1cc(Cl)ccc1NC(=O)CN1C(=O)NC2(CCCC2)C1=O	2.3
CCC(=Nc1ccc(Cc2ccncc2)cc1)c1c(O)n(C)c(=O)n(C)c1=O	-2.1
C/C(=N\NC(=O)c1ccccc1F)c1cccc(NC(=O)c2ccc(C)cc2)c1	0.9
O=C(O)CC(C(=O)O)N1C(=O)/C(=C/c2ccc(-c3nc4ccccc4s3)o2)SC1=S (stereo not drawn)	84.0*
O=C(CCS(=O)(=O)Cc1ccccc1)Nc1nncs1	-0.5
CCOc1cccc(C(=O)Nc2nccs2)c1	1.3
CN(C)CC(C)(C)CNc1ccc(S(=O)(=O)N2CCCC2)cn1	-0.3
Cc1ccc(S(=O)(=O)N2CCC(C(=O)OCC(=O)N(CC(C)C)C3CCS(=O)(=O)C3)CC2)cc1C (stereo not drawn)	-0.5
O=C(Nc1ccc2c(c1)OCO2)C1CCN(C(=O)c2cccs2)CC1	0.1
COCCNC(=O)c1sc(=O)n(Cc2ccc(SC)cc2)c1C	3.5
COC(=O)c1ccc(NC(=O)CSc2nnc(COc3ccccc3)n2C)cc1	-3.5
CCCc1cc(=O)[nH]c(SCC(=O)c2cc(C)n(-c3c(C)n(C)n(-c4ccccc4)c3=O)c2C)n1	-3.8
O=c1c(Cc2c(F)cccc2Cl)c(O)ccn1Cc1ccc2c(c1)OCO2	6.2
CN(Cc1ccc(Br)s1)C(=O)CNC(=O)c1ccc2c(c1)OCO2	-0.9
NS(=O)(=O)c1ccc(NC(=O)COc2ccc(S(=O)(=O)N3CCCC3)cc2)cc1	-1.5
O=C1OCCN1C(=O)[C@H]1[C@H](c2ccccc2)C(c2ccc(F)cc2)=NN1c1ccc(Br)cc1	4.0
C=CCN1CCN(C(c2cccc(OC)c2OC)c2nnnn2CCC(C)C)CC1 (stereo not drawn)	4.4
CN(CC(=O)Nc1ccncc1)S(=O)(=O)c1ccccc1	-1.6
COC(=O)c1cn(-c2ccccc2)nc1-c1ccccc1	-0.4
O=C(N=Nc1c(O)[nH]c2ccccc12)c1cc(-c2ccc(F)cc2)n[nH]1	1.5
O=C(CN1CC[n+]2c(-c3cccs3)csc21)c1ccc(-c2ccccc2)cc1	10.6
Fc1ccccc1-c1csc(-c2cccnc2)n1	1.6
N#Cc1nc(COc2ccccc2)oc1N1CCCCC1	-1.7
CCN(CC)CCNC(=O)c1cn(C)c2ccc(S(=O)(=O)N(C)C3CCCCC3)cc2c1=O	6.0
Cc1cccc(NS(=O)(=O)c2cccc(C(=O)NCC(C)(C)N3CCOCC3)c2)c1	-1.4
CCC(C)(NC=O)C(=O)Nc1c(C)cccc1C (stereo not drawn)	1.3
O=C(Cn1c(-c2cncs2)nc2ccccc21)NCc1cccs1	-0.7
O=C(CCN1C(=O)C2CCCCC2C1=O)Nc1ccc(F)c(F)c1F (stereo not drawn)	-2.6
O=c1c2ccccc2c(C=NCCCN2CCOCC2)c(O)n1Cc1ccccc1	-2.4
CC(=O)NCCNC(=O)c1cc(-c2cccc3ccccc23)nc2ccccc12	4.4
Cc1noc(C)c1CSCC(=O)Nc1cc(S(C)(=O)=O)ccc1Cl	-1.9
Cc1ccc(Oc2ccc(/C=N/O)cn2)cc1	7.2
Cc1ccc(C(=O)CCC(=O)OCC(=O)NNC(=O)c2ccccc2Cl)cc1	6.6
COc1ccc(N2C(=O)C3CCCN3C2c2cc(OC)c(OC)c(OC)c2)cc1 (stereo not drawn)	0.8
O=C(O)c1ccc(-n2nnc3ccccc32)c([N+](=O)[O-])c1	1.4
O=S(=O)(c1ccc(Cl)cc1)N1CCN(c2nc(C(F)(F)F)nc3ccccc23)CC1	-0.5
CCN(CC)S(=O)(=O)c1ccc(NC(=O)CSc2nc3nc(C)cc(C)c3c(=O)[nH]2)cc1	-2.9
Cc1ccc(Oc2ccc(S(=O)(=O)NCC(C)(C)N3CCOCC3)cc2)cc1	1.2
Cn1c(Cc2cccs2)nnc1SCC(=O)N1CCc2ccccc21	-2.4
COc1cccc2cc(C(=O)N3CCN(c4ccccc4F)CC3)c(=O)oc12	6.0
CCOc1ccccc1NC(=O)C1CCN(S(C)(=O)=O)CC1	-0.7
O=[N+]([O-])c1ccc(Cl)c(/C=N/N2CCN(Cc3ccc(Cl)cc3)CC2)c1	-1.3
CC(C)N1CCCCC(NC(=O)c2ccc(Br)cc2)C1=O (stereo not drawn)	-2.5
Cc1ccccc1NC(=O)C1CCCN(S(=O)(=O)c2ccc3c(c2)C(C)(C)C(=O)N3C)C1 (stereo not drawn)	2.2
CC(C)(C)c1ccc(-c2nnc(SCCC#N)n2C2CCCC2)cc1	-2.6
O=C(Nc1cccc(Cl)c1)c1cncn1-c1ccc(F)cc1	-0.3
O=C(CSCc1cc(=O)n2nc(C3CC3)sc2n1)Nc1ccc(F)cc1	0.5
COc1ccc(/C=N/NC(=S)Nc2cc(C(F)(F)F)ccc2Cl)cc1	-1.0
O=c1c2ccccc2nc(COc2ccccc2)n1/N=C/c1ccc(O)cc1O	0.9
Cc1sc(NC(=O)CSc2nc(N)cc(N)n2)c(C#N)c1C	1.4
O=C(Nc1nnc(S(=O)(=O)Nc2ccccc2)s1)C1CCCCC1	2.6
CC(=O)Nc1cccc(NC(=O)CCc2ccccc2)c1	-2.7
CC(=O)c1c(C)oc2c1cc(NS(=O)(=O)c1ccc(C(=O)O)cc1)c1ccccc12	-2.4
CN1CCCCC(NC(=O)CCl)C1=O (stereo not drawn)	3.8
Cc1ccc(CN(C(=O)c2csnn2)C(C(=O)NC2CCCC2)c2cccnc2)cc1 (stereo not drawn)	-1.9

Some of the entries so far, with the structure last:
TbREL1 primary | mol
-0.7 | O=C(Cn1c(-c2cncs2)nc2ccccc21)NCc1cccs1
-2.5 | CC(C)N1CCCCC(NC(=O)c2ccc(Br)cc2)C1=O (stereo not drawn)
4.4 | CC(=O)NCCNC(=O)c1cc(-c2cccc3ccccc23)nc2ccccc12
-0.3 | O=C(Nc1cccc(Cl)c1)c1cncn1-c1ccc(F)cc1
-2.9 | CCN(CC)S(=O)(=O)c1ccc(NC(=O)CSc2nc3nc(C)cc(C)c3c(=O)[nH]2)cc1
-0.7 | CCOc1ccccc1NC(=O)C1CCN(S(C)(=O)=O)CC1
-2.7 | CC(=O)Nc1cccc(NC(=O)CCc2ccccc2)c1

Next compounds follow.
Molecule	TbREL1 primary
COc1cc(OC)cc(C(=O)NCC(=O)N2CCC(C)CC2)c1	-0.3
N#CCCn1c(C(C#N)(CCC#N)CCC#N)nc2ccccc21	0.4
Cc1ccc(C(=O)O/N=C(\N)c2ccc(Br)cc2)cc1C	0.2
CCOC(=O)c1c(C)nc(C)c(C(=O)OCC)c1-c1ccc(Br)cc1	-1.8
